Screening data: PubChem, several laboratories
Ba/F3 V617F tox = lowers viability of Ba/F3 cells expressing EpoR and JAK2V617F | ATP luminescence | inhibition, % at 5.6 µM | 220,000 compounds, 1.1% hits;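 active = inhibition above the campaign mean plus 3 SD over all tested compounds, cut at about 24% in these data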;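 note: cytokine-independent growth of Ba/F3 cells driven by EpoR plus mutant JAK2; 0% = DMSO-treated cells and 100% = JAK inhibitor I control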
BaF3 parental = parental Ba/F3 viability inhibition as JAK2V617F counter-screen | CellTiter-Glo ATP luminescence | inhibition, % at 5.6 µM | 220,000 compounds, 1.1% hits | AID 1486;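 active = inhibition above a per-campaign cutoff, the mean inhibition of all tested compounds plus 3 SD, cut at about 27% in these data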;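 note: 0% = DMSO wells and 100% = JAK Inhibitor I control wells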
PPC-1+TRAIL kill = PPC-1 cancer cell killing with TRAIL present; cell killing (% activity), % at 4 µM; PPC-1 cells + TRAIL, ATPLite viability luminescence; AID 1443; 220,000 compounds, 0.41% hits;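 active = cell killing above 50% in the first pass at 4 µM, then a duplicate retest at 5 µM averaging 50% or more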;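 note: plate controls were cells with TRAIL plus DMSO for no effect and medium-only wells lacking cells for full effect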
TNF death inh = inhibitors of TNF-alpha induced necroptosis in Jurkat FADD-/- cells; activation (protection from cell death), % at 10 µM; 220,000 compounds, 0.068% hits; AID 463075; Jurkat FADD-/- TNF necroptosis rescue, ATP luminescence, 24 h; 0 = TNF only, 100 = no-TNF cells;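 active = activation, meaning protection from cell death, of at least 50% relative to plate controls; inactive = activation below 50%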;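 note: necroptosis triggered by 40 ng/mL TNF-alpha added together with compound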
TRPML3 agonist = activates the human TRPML3 channel. Q8TDD5. HEK293 TRPML3-YFP, Fluo-8 calcium fluorescence; 100% = the carbachol control signal. activation, % at 3 µM. 220,000 compounds, 0.29% hits. AID 1448;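 active = activation above its plate's cutoff, the mean activation of the plate's test wells plus 3 SD, cut at about 12% in these data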;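 note: 0% = DMSO only wells and 100% = carbachol wells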
Target sequence (Q8TDD5 whole entry, looked up): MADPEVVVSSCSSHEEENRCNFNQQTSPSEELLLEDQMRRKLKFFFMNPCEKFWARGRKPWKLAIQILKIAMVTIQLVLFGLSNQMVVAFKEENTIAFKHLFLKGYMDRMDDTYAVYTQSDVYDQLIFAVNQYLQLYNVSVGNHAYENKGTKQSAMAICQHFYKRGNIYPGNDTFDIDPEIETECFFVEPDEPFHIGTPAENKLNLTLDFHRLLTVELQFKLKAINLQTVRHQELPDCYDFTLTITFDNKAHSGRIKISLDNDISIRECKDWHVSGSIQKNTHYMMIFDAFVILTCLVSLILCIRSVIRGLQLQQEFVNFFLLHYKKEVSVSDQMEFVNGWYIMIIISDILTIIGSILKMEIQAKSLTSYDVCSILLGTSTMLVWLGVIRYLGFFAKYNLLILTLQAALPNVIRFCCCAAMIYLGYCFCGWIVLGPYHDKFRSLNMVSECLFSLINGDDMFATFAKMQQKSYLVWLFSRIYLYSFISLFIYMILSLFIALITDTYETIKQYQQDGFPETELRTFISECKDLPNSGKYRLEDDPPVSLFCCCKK
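Test system – HEK293 line with stable expression of human TRPML3-YFP channel · Control set – carbachol 87 µM final as high control (100%), DMSO as low control (0%) · Signal – Fluo-8 calcium dye fluorescence, ex 470-495, em 515-575 nm · Incubation – 1-h 37 °C dye load, 5-s basal, 120-s post-compound reads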
Wee1 stabilizer = inhibitors of human Wee1 degradation | HeLa Luc-Wee1K328M stability, luciferase luminescence; 100% = proteasome inhibitor MG132 effect | reporter increase, % at 5 µM | 220,000 compounds, 1.2% hits | AID 1321;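 active = activation above the mean of all tested compounds plus 3 SD, set per screening run, cut at about 8.8% in these data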;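 note: cells exposed to compound for 20 h before luminescence read; 0% = DMSO alone and 100% = MG132 at 30 µM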
CHOP inhibitor = CHOP inhibition in unfolded protein response | CHO-K1 CHOP-promoter luciferase, tunicamycin-induced, 15-18 h | inhibition, % at 10 µM | 220,000 compounds, 3.8% hits | AID 2732;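 active = compounds that reduced the stress-induced luciferase reporter signal by more than about 70% of percent inhibition, limit read from the data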;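 note: 0% = tunicamycin plus vehicle and 100% = wells without tunicamycin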
RBBP9 inh = blocks human serine hydrolase RBBP9; inhibition, % at 7.94 µM; O75884; 220,000 compounds, 0.2% hits; recombinant RBBP9, FP-Rh probe fluorescence polarization;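 active = inhibition above the campaign mean of all tested compounds plus 3 SD, cut at about 14% in these data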;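 note: plate controls were DMSO wells with RBBP9 for no effect and wells lacking RBBP9 protein for full effect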
Target sequence (O75884 whole entry, looked up): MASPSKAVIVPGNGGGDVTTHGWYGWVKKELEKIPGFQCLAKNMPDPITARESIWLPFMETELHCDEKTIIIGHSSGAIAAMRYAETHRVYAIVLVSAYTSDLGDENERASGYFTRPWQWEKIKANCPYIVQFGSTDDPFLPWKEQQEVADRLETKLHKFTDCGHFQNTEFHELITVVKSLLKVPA
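Material: RBBP9 protein. Amount: RBBP9 at 2.5 µM in dispensed solution, before mixing. Schedule: 30 min then 45 min, 25 °C. Medium: Tris buffer pH 8.0, NaCl, Pluronic. Measured by: fluorescence polarization. Measure: percent inhibition from mP, scaled between DMSO and no-protein wells. Replication: one well per compound.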
zfTRPN1 agonist = activates the zebrafish TRPN1 channel. HEK293 zebrafish TRPN1-YFP, Fluo-8 calcium fluorescence; 100% = response to 87 µM carbachol. activation, % at 3 µM. 220,000 compounds, 0.18% hits;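 active = activation above its plate's cutoff, the mean activation of test wells on that plate plus 3 SD, cut at about 19% in these data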;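 note: 0% = DMSO alone and 100% = 87 µM carbachol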
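Assay system: Zebrafish TRPN1-YFP in HEK293 cells | Incubation: Dye loading 1 h at 37 °C, then 30 min room temperature | Measured by: Kinetic Fluo-8 fluorescence, ex 470-495, em 515-575 nm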
* = called active by the depositor; . = not tested or not shown.

SMILES | Ba/F3 V617F tox | BaF3 parental | PPC-1+TRAIL kill | TNF death inh | TRPML3 agonist | Wee1 stabilizer | CHOP inhibitor | RBBP9 inh | zfTRPN1 agonist
O=C(CN1C(=O)S/C(=C\c2ccccc2)C1=O)NNC(=O)c1ccccc1O | -3 | 1 | 6 | 2.2 | 0.6 | 1 | 53 | 0 | 0.2
CCOc1ccc(C(CC(=O)O)NC(=O)COc2ccccc2)cc1OC (centres undefined) | -2 | -1 | 26 | 0.0 | -0.2 | -2 | -3 | -5 | -0.3
O=c1[nH]c(-c2ccc(O)cc2)nc2scc(-c3cccs3)c12 | 0 | -1 | -3 | -6.0 | -0.1 | 0 | 11 | -10 | -1.4
O=C(Oc1ccc[nH]c1=O)c1cccc(Cl)c1 | -6 | 3 | -2 | -1.8 | -0.4 | 1 | 18 | -6 | -0.7
O=C(C1CCN(S(=O)(=O)c2cccc3cccnc23)CC1)N1CCN(c2ccc(Cl)cc2)CC1 | 2 | 10 | 10 | -8.3 | 1.5 | 1 | . | 3 | 3.4
CSc1nc(N)nc(SC2C=CCCC2)c1C#N (centres undefined) | 3 | 8 | 17 | -3.8 | -0.3 | 5 | -4 | -12 | -1.2
COC(=O)Nc1c(C(=O)OC)cc(OC)c(OC)c1OC | 1 | 0 | 6 | -2.9 | 0.8 | -2 | 20 | -7 | 0.7
CC1CCN(c2c(NCC3CCC(C(=O)NCc4ccccc4)CC3)c(=O)c2=O)CC1 (centres undefined) | -4 | 1 | 0 | 1.2 | 0.1 | -2 | 0 | -5 | 0.1
O=[N+]([O-])/C=C/c1c(OCc2ccccc2)ccc2ccccc12 | -6 | 7 | -17 | -9.9 | 0.5 | -2 | 110* | 5 | -1.0
COc1cccc(Nc2nc(-c3cccs3)nc3ccccc23)c1 | -3 | -1 | 18 | 4.8 | 0.8 | 8 | 51 | -49 | 1.4
CC1(C)CNC(=O)c2sc(NC(=O)c3ccccc3)nc2C1 | -2 | 2 | -5 | -0.9 | 0.7 | 7 | -44 | -9 | -0.6
CCOc1ccc(NC(=O)Nc2cccs2)cc1 | 1 | 8 | 46 | -1.9 | 0.8 | 0 | -17 | -7 | 0.0
O=C(COC(=O)c1ccccn1)Nc1nccs1 | 0 | 2 | 2 | 0.4 | 0.2 | 0 | -2 | -8 | 2.7
COc1cc(CN2CCCC(CO)(Cc3ccccc3C)C2)cc2c1OCO2 (centres undefined) | 3 | 4 | 18 | 5.7 | 1.1 | 1 | 53 | -8 | 0.6
Cc1ccc(C2C3=C(CC(C)(C)CC3=O)NC3=C2C(=O)CC(C)(C)C3)o1 | -4 | -3 | -7 | -0.5 | 0.3 | -3 | 22 | 1 | 0.5
Cc1c([N+](=O)[O-])cc(C(=O)Oc2cccc(C(=S)N3CCOCC3)c2)cc1[N+](=O)[O-] | -1 | 0 | 7 | 0.1 | 0.3 | -3 | -15 | -3 | 0.1
CC1(C(=O)O)CCC(C(=O)N2CCOCC2)C1(C)C (centres undefined) | 0 | 0 | 12 | 0.5 | 0.5 | 0 | -18 | -6 | -0.2
CCOC(=O)C1CCN(C(c2cccc(F)c2)c2sc3nc(C)nn3c2O)CC1 (centres undefined) | 0 | 7 | 13 | -2.0 | -0.1 | 6 | 10 | -4 | 1.0
CCN1CCCc2cc(CN(CCN3CCOCC3)C(=S)Nc3cc(F)cc(F)c3)ccc21 | -1 | 2 | 18 | 0.1 | 1.0 | -1 | 3 | -3 | -0.4
S=c1[nH]nc(-c2cc(-c3ccco3)[nH]n2)n1-c1ccccc1Cl | -6 | 1 | -4 | -1.7 | 0.5 | -1 | 8 | -5 | -1.2
Cc1ccc(N/N=C(\C#N)C(N)=S)cc1C | 6 | 11 | 11 | -3.4 | 13* | 1 | 7 | 5 | 24*
CCCCSc1ccc(NC(=O)c2cccnc2)cc1 | 2 | 3 | -20 | -2.5 | 0.8 | -2 | -5 | -4 | 0.3
COc1ccc2ccccc2c1C1CC(=O)N2CN(Cc3ccco3)CSC2=C1C#N (centres undefined) | 6 | 2 | 1 | -1.2 | 0.2 | 0 | -3 | -19 | -0.7
Cc1ccc(C(=O)O/N=C(\N)c2cccnc2)cc1[N+](=O)[O-] | -1 | 3 | 16 | 1.4 | 0.1 | 2 | 40 | -7 | 1.0
O=C(CSc1nc2c(sc3ccccc32)c(=O)n1CCCN1CCCC1)NCc1ccccc1 | 3 | 10 | 22 | -1.2 | 0.0 | -3 | 29 | -5 | 0.3
CC(C)(C)c1cc(CN2CCN(CCO)CC2)cc(C(C)(C)C)c1O | 2 | 5 | 21 | -1.7 | 0.2 | 1 | 22 | -6 | -0.8
COc1cccc(C2C(C(=O)c3sc(C)nc3C)=C(O)C(=O)N2CCN2CCOCC2)c1OC (centres undefined) | 0 | 4 | -18 | 0.4 | 0.8 | 0 | 22 | -5 | 2.2
Cc1cccc(S(=O)(=O)Nc2cccc3c2C(=O)c2ccccc2-3)c1 | 4 | 11 | 14 | -2.6 | 1.1 | -1 | 41 | 1 | 0.3
O=C(COC(=O)c1cc(Cl)nc2ccccc12)c1ccc(Cl)cc1 | -3 | 1 | 11 | 1.2 | 0.4 | -2 | -2 | -5 | 0.6
CCOC(=O)c1[nH]c(C)c(C(=O)Nc2cc(OC)ccc2OC)c1C | 75* | 75* | 28 | -7.2 | -0.5 | 2 | . | 2 | -1.6
O=C(/C=C\c1ccc(-c2ccccc2)o1)c1ccccc1 | -1 | 5 | 10 | -9.3 | 0.4 | 8.8* | 52 | -6 | 0.0
Cc1ccc2[nH]cc(CCNC(=O)CN3C(=O)c4ccccc4C3=O)c2c1 | -3 | 3 | 5 | 1.3 | 0.5 | 1 | 47 | -4 | 0.5
COc1ccc(-c2noc(C3CCCN(C(=O)c4cccs4)C3)n2)cc1 (centres undefined) | -2 | 3 | 6 | -1.8 | 0.3 | 1 | -4 | -6 | 1.4
CSC(=NNC(=O)c1ccccc1O)SC | -4 | 2 | 26 | -1.4 | 0.1 | 1 | 7 | 2 | -0.6
CN1CCN(S(=O)(=O)c2ccc(=O)[nH]c2)CC1 | -1 | 5 | -31 | -0.8 | -0.1 | -3 | 7 | -9 | 3.2
O=C(OCc1ccc(COC(=O)c2ccccn2)cc1)c1ccccn1 | -3 | 2 | -14 | 0.7 | 0.5 | -3 | 1 | -9 | -0.1
COc1ccc(CCNC2=CC(=O)N(c3ccc(F)cc3)C2=O)cc1 | -3 | 4 | 6 | 1.5 | -0.2 | -1 | 22 | -9 | -0.5
NC(=O)c1ccc(C2SCC(=O)N2Cc2ccccc2)cc1 (centres undefined) | 1 | 1 | 13 | 1.2 | 0.1 | -2 | 6 | 4 | 0.2
Cc1ccc(C(=O)Nc2ccc(O)cc2C(=O)O)cc1C | -3 | 2 | 36 | 1.5 | 0.2 | 0 | 7 | -7 | -0.4
CC(=O)c1sc(NC(=O)COc2ccc(Cl)cc2Cl)nc1C | -2 | 3 | 15 | 0.4 | 0.8 | 5 | -59 | -2 | 1.5
CCSc1nc2c(c(=O)n1CC)SC(C)C2 (centres undefined) | 2 | 6 | 14 | -0.4 | 0.4 | 0 | -6 | 2 | 0.1
Nc1ncc(-n2cncn2)c(-c2ccc(Cl)cc2)n1 | -1 | 0 | 25 | -0.6 | 1.1 | 0 | 6 | -12 | -0.4
COC(=O)/C=C/C(=O)N1CCN(c2ccccc2)CC1 | -1 | 3 | 32 | -2.6 | 0.6 | -2 | 6 | -4 | 0.3
CN(C)C(/C=C/Nc1ccc(C#N)cc1)=C(C#N)C#N | -4 | -1 | 19 | -1.4 | 1.0 | 0 | -22 | -3 | 1.9
O=C(O)CC(NS(=O)(=O)c1c(F)cc(F)cc1Br)c1ccccc1Cl (centres undefined) | 3 | 5 | 16 | 0.1 | 0.1 | -2 | 26 | -3 | -1.3
COCCCNC(=O)c1c(N)n(-c2ccc(S(N)(=O)=O)cc2)c2nc3ccccc3nc12 | 0 | 0 | 2 | -3.8 | 0.6 | 3 | 7 | -2 | 1.2
O=C(c1ccc(-c2cccc(C(F)(F)F)c2)o1)N1CCOCC1 | -3 | 3 | -9 | -0.8 | -0.4 | 3 | 12 | 2 | -0.5
O=C(Nc1cccc(S(=O)(=O)N2CCOCC2)c1)C1CCCN(C(=O)c2ccc(Cl)cc2)C1 (centres undefined) | -3 | -1 | 15 | -0.9 | 2.1 | -1 | 3 | -2 | 6.6
Cc1nn(C)c(Cl)c1S(=O)(=O)N1CCC(CO)(CCc2ccccc2)CC1 | 0 | 7 | 5 | 0.3 | 1.4 | -5 | 15 | -2 | 3.4
Cc1cccc(C2c3[nH]c4ccccc4c3CCN2C(=O)c2ccc(=O)[nH]c2)n1 (centres undefined) | -1 | 3 | -40 | -0.2 | 0.7 | -2 | -13 | -6 | 0.4
Nc1nc2c(nc(SCc3ccccc3Br)n2C2OC(CO)C(O)C2O)c(=O)[nH]1 (centres undefined) | -1 | 5 | -2 | 0.2 | 0.2 | 4 | 22 | -3 | -0.9
Cc1ccc(-c2nn(-c3ccccn3)c(=O)c3ccccc23)cc1C | -2 | -3 | 12 | -2.1 | -0.3 | -1 | 6 | -12 | -2.2
O=C(Cc1cscn1)c1ccc(O)cc1O | -1 | -1 | 6 | -0.4 | 0.5 | 2 | 18 | 2 | -0.3
COC(=O)COc1ccc2c(=O)c(Oc3ccccc3)c(C)oc2c1 | -4 | 4 | 24 | 1.8 | 1.0 | 1 | 10 | -2 | 3.1
O=C(NC(NC(=S)Nc1ccccc1C(=O)O)C(Cl)(Cl)Cl)c1ccco1 (centres undefined) | -4 | -1 | 12 | 1.7 | -0.3 | 2 | -4 | 3 | -0.2
Nc1sc(-c2ccccc2)cc1C(=O)O | 2 | 6 | 8 | -3.3 | 0.9 | -1 | 17 | -9 | -0.2

Complete entries, looked up by structure. Values in the order: Ba/F3 V617F tox | BaF3 parental | PPC-1+TRAIL kill | TNF death inh | TRPML3 agonist | Wee1 stabilizer | CHOP inhibitor | RBBP9 inh | zfTRPN1 agonist
COCCCNC(=O)c1c(N)n(-c2ccc(S(N)(=O)=O)cc2)c2nc3ccccc3nc12 is entered as 0 | 0 | 2 | -3.8 | 0.6 | 3 | 7 | -2 | 1.2
O=C(Nc1cccc(S(=O)(=O)N2CCOCC2)c1)C1CCCN(C(=O)c2ccc(Cl)cc2)C1 (centres undefined) is entered as -3 | -1 | 15 | -0.9 | 2.1 | -1 | 3 | -2 | 6.6
Cc1nn(C)c(Cl)c1S(=O)(=O)N1CCC(CO)(CCc2ccccc2)CC1 is entered as 0 | 7 | 5 | 0.3 | 1.4 | -5 | 15 | -2 | 3.4
COC(=O)/C=C/C(=O)N1CCN(c2ccccc2)CC1 is entered as -1 | 3 | 32 | -2.6 | 0.6 | -2 | 6 | -4 | 0.3
